Bioassay records: PubChem, several laboratories
p-CIP stab down: compounds decreasing mouse p/CIP protein stability | Q05BA5 | F442A p/CIP-EGFP cells, EGFP fluorescence, 16 h | decrease of EGFP signal, % at 10 µM | hit rate 0.01% among 290,000 | AID 1984;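 active means EGFP signal decrease of at least 30% at 10 µM or well 3 SD below plate mean, unless failing retest; inactive means the rest, including hits failing retest or dose response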; further: some compounds called inactive have numbers as strong as hits; many of its hits are not listed in these tables
NS3 helicase inh: inhibitors of Hepatitis C virus NS3 helicase | NS3 helicase DNA unwinding, Cy5 molecular beacon fluorescence | inhibition, % at 10.9 µM | hit rate 0.56% among 290,000 | AID 1800;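 active means inhibition above the mean of all tested compounds plus 3 SD, set per campaign, cut at about 35% in these data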;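 further: 0% = DMSO wells and 100% = thioflavine S control wells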
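System: Hepatitis C virus NS3 helicase domain fragment enzyme | Reagent: Annealed dual-labelled DNA beacon duplex, ATP-started | Compound dosing: 10.9 µM single point, 0.8% DMSO | Incubation: 1 h reaction at 25 °C, ATP-initiated | Technique: Cy5 fluorescence | Evaluation: Percent inhibition from t60/t0 fluorescence ratio | Benchmarks: Low DMSO, high thioflavine S at 110 µM | Replication: Singlicate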
SUMO HTRF inh: blocks human SUMOylation mediated by UBC9. P63279. HTRF SUMOylation assay, SAE1/SAE2 + UBC9, in vitro. inhibition, % at 35 µM. hit rate 0.36% among 290,000. AID 2006; in the data active means inhibition above about 50%, passing the limit was not always enough; further: strong numbers were not always called active
Target sequence (P63279 whole entry, looked up): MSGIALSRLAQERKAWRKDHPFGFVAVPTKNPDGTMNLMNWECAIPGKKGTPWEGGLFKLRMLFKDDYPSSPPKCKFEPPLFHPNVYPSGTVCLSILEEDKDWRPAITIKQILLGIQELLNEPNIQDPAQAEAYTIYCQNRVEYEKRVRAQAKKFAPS
CRFBP-R2 block: CRF-BP/CRF-R2 complex antagonism; inhibition, % at 11.8 µM; HEK293 CRF-R2/CRF-BP, CRF-induced calcium fluorescence; hit rate 0.59% among 350,000;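 active means inhibition of the ligand-induced calcium signal above about 50% at the single tested concentration, limit read from the data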
IMP-1 inh: inhibitors of Pseudomonas aeruginosa IMP-1 metallo-beta-lactamase | purified IMP-1, nitrocefin hydrolysis, epi-absorbance fluorescence | inhibition, % at 5.6 µM | hit rate 0.45% among 290,000;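 active means inhibition above the mean plus 3 SD of all compounds in the same screening run, cut at about 4.5% in these data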;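 further: 0% = IMP-1 with DMSO and 100% = DMSO wells lacking enzyme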
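System: purified IMP-1; amount: IMP-1 0.2 nM before substrate addition; compound: single dose, 5.6 µM; times: 25 °C, 15 min preincubation, 25 min reaction; signal: Epi-absorbance via hydrolysed-nitrocefin quenching of white-plate fluorescence, 480/530 nm, EDTA stop; benchmarks: DMSO with and without IMP-1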
GalR3 antagonist: blocks the human galanin receptor 3; O60755; HEK293 GalR3-CNG cAMP membrane potential fluorescence; galR3 body fused to GalR1 C-terminus; inhibition, % at 3 µM; hit rate 0.44% among 360,000; AID 651719;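 active means inhibition above the screen-wide average plus 3 SD, cut at about 13% in these data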;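 further: forskolin and galanin both at EC90 stimulate the cells; cAMP rise reported by CNG channel membrane potential dye signal; 0% = forskolin plus galanin with DMSO and 100% = forskolin alone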
Target sequence (O60755 1-299 limits assumed): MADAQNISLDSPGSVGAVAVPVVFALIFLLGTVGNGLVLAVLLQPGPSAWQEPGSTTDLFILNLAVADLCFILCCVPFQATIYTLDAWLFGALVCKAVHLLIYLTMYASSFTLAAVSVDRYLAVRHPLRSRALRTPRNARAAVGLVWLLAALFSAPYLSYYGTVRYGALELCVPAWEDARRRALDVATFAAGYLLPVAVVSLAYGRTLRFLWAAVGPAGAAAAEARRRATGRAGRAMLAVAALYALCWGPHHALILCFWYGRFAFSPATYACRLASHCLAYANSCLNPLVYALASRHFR
VIM-2 inhibitor: inhibitors of Pseudomonas aeruginosa VIM-2 metallo-beta-lactamase; purified VIM-2, nitrocefin hydrolysis, epi-absorbance fluorescence; inhibition, % at 5.6 µM; hit rate 0.89% among 290,000;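 active means inhibition above the mean of all tested compounds plus 3 SD, cutoff set per screening run, cut at about 7.5% in these data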;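 further: red hydrolysis product quenches plate fluorescence so inhibitors raise well fluorescence; 0% = enzyme with DMSO and 100% = DMSO without enzyme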
IDE cell activ: IDE (human) activation, cell-based | hit rate 0.073% among 340,000 | P14735 | HEK cells, FAbeta-B cleavage, fluorescence polarization; 0% vehicle, 100% cell-free pure enzyme wells | activation, % at 5.96 µM;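 active means activation above the mean of all tested compounds plus 3 SD, set per screening campaign, cut at about 17% in these data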
IDE inh: inhibitors of human insulin-degrading enzyme in cells; HEK cells, FAbetaB cleavage, fluorescence polarization; hit rate 0.41% among 320,000; inhibition, % at 5.59 µM; P14735;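 active means percent inhibition above the average of all tested compounds plus 3 SD, set per screening campaign, cut at about 16% in these data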;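 further: IDE supplied by intact live HEK cells; FP after avidin binding of uncleaved biotin substrate so inhibition keeps polarization high; 0% = DMSO wells and 100% = 60 µM reference IDE inhibitor Ii1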
The depositor's hits bear a star; . = not tested or not shown.

Compound	p-CIP stab down	NS3 helicase inh	SUMO HTRF inh	CRFBP-R2 block	IMP-1 inh	GalR3 antagonist	VIM-2 inhibitor	IDE cell activ	IDE inh
CCOC(=O)C(O)(NC(=O)c1cccnc1)C(F)(F)F (stereo unspecified)	-10	23	12	14	-1.8	0	-2.2	4	5
Cc1ccc(C(=O)OC(C)C(=O)NC2CCCCC2C)cc1S(=O)(=O)N1CCOCC1 (stereo unspecified)	15	0	-4	-2	-3.7	-1	-3.0	4	-2
CCC(C)(C)NC(=O)c1ccc2c(c1)N(CC(=O)OC)C(=O)C(C)(C)O2	-11	-2	29	-2	-4.1	-2	0.6	2	1
CC(=O)N/C(=N/c1nc(C)cc(C)n1)Nc1ccc(C)cc1Cl	-4	8	-3	-15	-3.1	-6	-1.8	-3	.
COC1=C(Nc2ccc(OC)cc2)C(=O)c2ccccc2C1=O	-6	-3	34	21	1.0	-2	2.2	2	6
CC1(C)Oc2ccc3ccc(=O)oc3c2C(N2CCCCC2)C1O (stereo unspecified)	-9	-19	6	1	-0.7	-4	-2.3	2	3
CCn1ncc(Br)c1C(=O)Nc1cccc(F)c1	-5	-1	-2	-13	-0.3	-5	-0.2	4	1
COc1ccccc1C(C)NC(=O)c1ccccc1SCC(=O)N1CCCC1 (stereo unspecified)	.	.	.	6	.	-3	.	0	-11
COc1ccc(/C=C/C(=O)C2C(=O)C=C(C)OC2=O)cc1O (stereo unspecified)	-3	14	11	-39	-0.5	-2	0.0	-12	28*
Cc1cc(=O)[nH]c(CN2CCC(c3ccccc3)CC2)n1	-8	3	-22	11	-3.6	0	-4.5	.	5
O=C(NCC1CCCO1)c1ccc(COc2ccccc2)cc1 (stereo unspecified)	-7	5	3	-5	-0.6	-1	-1.7	-3	-16
CC(C)C(C(=O)NC(C)(C)C)N(CCN1CCOCC1)C(=O)CNS(=O)(=O)c1ccccc1 (stereo unspecified)	-11	14	12	-4	-3.0	-8	-1.6	-1	2
COc1ccc(C2C(C#N)=C(N)N(N(C)C)C3=C2C(=O)CC(C)(C)C3)cc1OC (stereo unspecified)	-8	0	0	2	-4.0	2	-3.7	-1	10
COc1ccc(NC(=O)COC(=O)c2c3c(nc4ccccc24)CCCC3)cc1Cl	-4	-10	-23	-20	-1.7	-2	-1.2	-5	5
Cc1cc(NC(=O)c2ccc(S(=O)(=O)N3CCc4ccccc43)cc2)no1	19	-1	17	-22	-0.8	-6	-1.3	2	-1
Cc1ccc(S(=O)(=O)N2CCN(CC3CC4C=CC3C4)CC2)cc1 (stereo unspecified)	-7	3	11	-26	-1.6	-9	-3.8	4	-1
COc1ccc(NC(=O)CSc2ccc([N+](=O)[O-])cc2)cc1S(=O)(=O)N1CCOCC1	.	.	.	4	.	-3	.	-1	2
COc1cc(CNCCN(C)C)c(Br)cc1OC1CCCC1	4	-1	8	6	-1.5	-6	-0.6	-3	4
CC(C)(C)c1cc(C(=O)N/N=C/c2ccc(F)cc2)n(-c2ccccc2)n1	0	-5	-12	-44	-2.6	-9	-3.1	2	6
CC1=C(C(=O)N2CCCC(C(=O)c3cccc4ccccc34)C2)OCCO1 (stereo unspecified)	-8	1	9	-7	-2.1	-4	-2.1	-1	4
CC(=O)c1cccc(NC(=S)NC(=O)C(C)C)c1	-1	-1	-23	12	-0.5	-1	-5.1	1	3
Cc1ccc(-c2nc3c(c(=O)c4ccccc4n3C)c(=O)n2-c2ccccc2)cc1	4	-20	9	-9	-3.0	4	-2.7	-4	-2
Cc1cccc(CN2CCN(Cc3cccc(-n4cccn4)c3)CC2CCO)n1 (stereo unspecified)	-30	-5	11	17	-2.8	2	-3.5	.	1
O=C(CCCOc1ccccc1)Nc1ccc(Br)cc1	.	-6	.	1	-2.6	-2	-2.4	-3	2
Cc1ccc(/C=N/n2cnnc2)s1	-4	-4	13	11	-1.9	-4	-1.6	4	1
COCCNC(=S)N(CCCN(C)C)Cc1cc2cc3c(cc2[nH]c1=O)OCCO3	-1	15	0	-3	-1.2	-6	-2.8	4	4
O=C(COc1ccc(S(=O)(=O)NC2CCCC2)cc1)N1CCCCC1	3	-4	0	-3	0.5	-3	-1.8	1	-4
CCOc1ccc(-n2nnnc2SCC(=O)NNC(=O)c2ccco2)cc1	1	-8	-10	18	-3.3	1	-6.3	2	3
COc1ccc(-c2ccc(SCC(=O)NC3CCCCC3)nn2)cc1OC	-3	5	0	15	-1.5	-4	-0.8	4	8
FC(F)(F)c1ccc(C2NCCc3sccc32)cc1 (stereo unspecified)	2	-14	0	-11	-2.0	-4	-4.7	-6	1
CC1CCN(S(=O)(=O)c2ccc(C(=O)NCc3ccco3)cc2)CC1	6	-5	6	1	-0.6	-2	-1.8	1	-7
COc1ccc(NC2c3ccccc3C(=O)N2Cc2ccco2)cc1OC (stereo unspecified)	-10	-3	2	18	-1.6	.	1.4	4	2
CCOC(=O)c1c(/N=C/C2C(=O)CC(C)(C)CC2=O)sc2c1CCCC2	7	-2	3	-45	-2.4	-2	1.2	6	4
CCCCCNc1nc2ccccc2nc1NS(=O)(=O)c1cccs1	1	12	17	10	-6.4	2	-3.6	3	0
CCOc1ccccc1-c1cc(-c2ccccc2)nc2c1c(=O)n(C)c(=O)n2C	-8	0	6	-10	-3.8	-4	-3.3	6	-2
O=C(OCc1ccc(Cl)c(Cl)c1)c1ccccn1	-5	-2	10	3	-3.2	-6	-3.2	2	1
COc1ccc(/C=N/NC(=O)c2nc(-c3ccccc3)cc(-c3ccccc3)n2)cc1OC	-14	0	39	-11	-1.1	-1	1.7	0	1
COCCCNC(=O)C1CCN(C(=O)Nc2ccc(Cl)cc2)CC1	-3	1	-6	9	-3.4	-3	-1.5	0	10
COc1ccc(N(CC(=O)N2CCN(c3ccc(Cl)cc3)CC2)S(=O)(=O)c2c(C)noc2C)cc1	-1	-9	4	-22	-0.1	2	1.1	-8	-4
C=CCN(CC=C)CC(=O)Nc1ccc(S(N)(=O)=O)cc1	-16	-9	10	27	-0.5	-1	-0.1	3	9
O=C(CCCl)N1CCCC2(CCCCC2)C1	3	-7	-4	-12	-2.1	4	-3.0	0	-1
Cc1ccc(N(CC(=O)NCc2cccs2)S(=O)(=O)c2cccs2)cc1	-3	-4	13	-38	-1.5	-3	0.7	1	0
CCOc1ccc(S(=O)(=O)N2CCOCC2)cc1NC(=O)CSCc1ccc(C)cc1	.	.	.	0	.	-6	.	4	-2
C=C(C)COc1ccc2c(C)c(CC(=O)N3C[C@H]4C[C@@H](C3)c3cccc(=O)n3C4)c(=O)oc2c1	3	13	18	9	-0.2	-6	0.7	0	8
CCOc1ccc(N(CC(=O)NC(C)C)C(=O)CCC(=O)Nc2ccccn2)cc1	5	5	3	13	-0.5	-3	-1.1	0	3
CC#CCN1c2ccccc2[C@]23C[C@@H](C(=O)OC)N(C(C)=O)C2=NC(C(=O)OC)=C(C(=O)OC)[C@H]13	-24	.	-2	7	.	-3	.	0	1
CN(C)S(=O)(=O)c1cccc(NC(=O)COC(=O)c2ccc3ccccc3n2)c1	.	.	.	-17	.	0	.	4	3
O=C(Nc1ccccc1)N(CCc1ccncc1)C1CCCCC1	.	5	.	-2	-2.8	6	-2.7	-1	2
CC(C)Sc1nc2c(c(=O)[nH]c(=O)n2C)n1CCc1ccccc1	-20	0	26	-36	-3.0	-4	-2.9	4	0
COc1ccc(S(=O)(=O)N2CCCC2CNC(=O)C(=O)NCCc2ccccc2)cc1 (stereo unspecified)	.	.	.	0	.	-1	.	4	-1
Cc1noc(C)c1COc1ccc(C(=O)OCC(=O)Nc2ccc(C(=O)N(C)C)cc2)cc1	.	.	.	-2	.	2	.	3	-11
COC(=O)c1sccc1-c1ccc(/C=N/OC(=O)c2cccs2)o1	7	-13	-7	20	-3.4	-3	-2.9	2	15
O=C(CSc1nnc(Cc2ccccc2)n1Cc1ccco1)NC1CCCC1	-15	9	10	-16	-3.0	-3	-1.3	1	5
O=C1C=C(NCc2ccccc2)c2ccccc2C1=O	-22	6	99	-3	-2.3	1	1.4	-2	.
Cc1nn(CCC#N)c(NC(=O)c2ccc(Cl)cc2Cl)c1P(=O)(Nc1ccc([N+](=O)[O-])cc1)N1CCOCC1 (stereo unspecified)	-9	11	3	50	-4.7	-7	-3.3	-4	0
Cc1nn(C)c(C)c1-c1c(C#N)c(N)nc2c1CCCCCC2	4	0	25	0	-2.7	-4	-4.2	1	0
O=C(Nc1ccc(F)cc1)c1cccnc1N1CCOCC1	-3	5	19	4	0.0	-3	2.3	1	2
CC1=CC2=NC(=O)CC(C)(C(=O)N(CC(=O)NC3CCCC3)Cc3ccc(Cl)cc3)N2C=C1 (stereo unspecified)	0	-6	20	8	-2.3	-5	-1.0	5	-5
COc1cccc(C2N(c3ccccn3)C(=O)C3CCCN32)c1OC (stereo unspecified)	-11	-2	7	15	-4.7	7	-2.0	4	0
CCCc1c(C(=O)Nc2ccc(C(F)(F)F)cc2)cnn1-c1ccccc1	-16	-6	-14	-12	-1.1	-2	-1.5	6	-1

Further entries.
Compound	p-CIP stab down	NS3 helicase inh	SUMO HTRF inh	CRFBP-R2 block	IMP-1 inh	GalR3 antagonist	VIM-2 inhibitor	IDE cell activ	IDE inh
Cn1c(=NC(=O)CSCC(=O)N2CCCC2)sc2ccccc21	-11	7	11	-1	-3.8	-2	-0.3	3	-1
COC(=O)c1scc(S(=O)(=O)c2ccccc2)c1N	4	-13	10	11	-1.2	-8	-1.1	5	4
Cc1ccc(OCCN(C)C(=O)C2CCC(=O)N(CCCN3CCCC3=O)C2)cc1 (stereo unspecified)	6	6	-8	-6	-4.6	5	-1.6	-2	5
COc1ccc(N(Cc2cc3ccc(C)cc3[nH]c2=O)S(=O)(=O)c2ccccc2)cc1	-4	-10	-5	-49	-5.2	.	-1.4	4	1
O=C(C1CC1)N1CCC(C(O)(c2ccccc2)c2ccccc2)CC1	-10	3	17	-7	-2.5	-5	-2.0	5	-5
O=C(CN(Cc1ccccc1)C(=O)CCC(=O)Nc1nccs1)NCc1ccco1	-5	0	-4	0	-1.7	-2	-2.7	-4	2
COc1cccc(/C=N/N2CCN(c3ccncc3S(=O)(=O)N3CCCCC3)CC2)c1	-6	-14	-15	-5	-2.5	-3	-2.7	2	-3

Profiles as entered above. Order of values: p-CIP stab down	NS3 helicase inh	SUMO HTRF inh	CRFBP-R2 block	IMP-1 inh	GalR3 antagonist	VIM-2 inhibitor	IDE cell activ	IDE inh
Cc1ccc(OCCN(C)C(=O)C2CCC(=O)N(CCCN3CCCC3=O)C2)cc1 (stereo unspecified) is listed with 6	6	-8	-6	-4.6	5	-1.6	-2	5
COc1ccc(N(Cc2cc3ccc(C)cc3[nH]c2=O)S(=O)(=O)c2ccccc2)cc1 is listed with -4	-10	-5	-49	-5.2	.	-1.4	4	1
